# Compound activity from PubChem.
# Apaf-1 inh: inhibitors of human Apaf-1 apoptosome; actives 0.71% (n = 330,000); AID 489030; inhibition, % at 20 µM; reconstituted apoptosome caspase-3 activity, DEVD-Rh110 fluorescence; active means inhibition of at least 40% at 20 µM;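 further: plate controls were DMSO wells for no effect and DEVD-CHO caspase inhibitor wells for full effect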
# Target sequence (O14727 whole entry, looked up): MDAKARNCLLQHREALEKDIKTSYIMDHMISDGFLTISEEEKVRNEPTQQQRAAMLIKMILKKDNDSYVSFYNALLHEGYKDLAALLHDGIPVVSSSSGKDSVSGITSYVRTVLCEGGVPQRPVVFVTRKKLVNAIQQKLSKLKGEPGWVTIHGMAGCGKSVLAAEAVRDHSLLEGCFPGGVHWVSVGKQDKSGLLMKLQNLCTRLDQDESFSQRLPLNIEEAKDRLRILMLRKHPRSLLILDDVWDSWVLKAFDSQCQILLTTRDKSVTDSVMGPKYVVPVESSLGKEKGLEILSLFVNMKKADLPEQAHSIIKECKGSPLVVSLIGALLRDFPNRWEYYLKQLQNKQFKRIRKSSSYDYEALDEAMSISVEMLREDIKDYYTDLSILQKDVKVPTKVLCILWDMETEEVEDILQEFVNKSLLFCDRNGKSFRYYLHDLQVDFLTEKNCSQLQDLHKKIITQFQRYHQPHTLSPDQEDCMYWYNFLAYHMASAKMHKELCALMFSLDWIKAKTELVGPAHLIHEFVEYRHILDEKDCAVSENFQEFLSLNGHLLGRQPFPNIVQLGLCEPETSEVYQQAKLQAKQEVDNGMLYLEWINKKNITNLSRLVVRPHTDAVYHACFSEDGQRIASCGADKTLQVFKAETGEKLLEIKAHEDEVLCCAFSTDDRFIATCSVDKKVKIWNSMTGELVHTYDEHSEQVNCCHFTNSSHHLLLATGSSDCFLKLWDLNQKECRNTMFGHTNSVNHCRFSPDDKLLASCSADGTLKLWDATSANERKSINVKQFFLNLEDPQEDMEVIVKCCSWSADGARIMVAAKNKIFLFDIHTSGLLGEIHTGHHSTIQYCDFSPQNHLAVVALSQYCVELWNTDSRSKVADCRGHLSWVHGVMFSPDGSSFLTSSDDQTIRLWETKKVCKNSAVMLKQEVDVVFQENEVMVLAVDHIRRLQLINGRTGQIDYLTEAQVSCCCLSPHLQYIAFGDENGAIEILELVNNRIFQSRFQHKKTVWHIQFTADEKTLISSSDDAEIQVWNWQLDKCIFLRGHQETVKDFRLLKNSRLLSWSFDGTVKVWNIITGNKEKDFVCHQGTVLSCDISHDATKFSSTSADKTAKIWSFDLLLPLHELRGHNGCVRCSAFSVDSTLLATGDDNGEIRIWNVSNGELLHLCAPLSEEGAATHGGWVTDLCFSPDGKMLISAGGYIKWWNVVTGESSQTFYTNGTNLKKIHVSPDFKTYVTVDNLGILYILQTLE
#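 Material: reconstituted apoptosome with Apaf-1, cytochrome c, caspase-9, procaspase-3, dATP; medium: pH 7.5 Hepes buffer with CHAPS, BSA, DTT; also added: cytochrome c and DEVD-Rh110 substrate; timing: 30 min plus 50 min, RT; signal: Rh110 fluorescence intensity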
# SENP1 inh: inhibitors of human SENP1 SUMO protease catalytic domain | Q9P0U3 | recombinant SENP1 catalytic domain, CyPet-SUMO1-YPet FRET cleavage | inhibition, % at 10 µM | actives 0.21% (n = 360,000);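 active means inhibition at least 30% at 10 µM, raw YFP signal under a set limit, fluorescence ratio 0.5 to 1.5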;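 further: 0% = enzyme with DMSO and 100% = no enzyme wells; some results filed as inactive read as strong as hits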
#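 Compound: 10 µM single point, 0.5% DMSO; Test system: hSENP1 catalytic domain, recombinant; Timing: 50 min reaction at room temperature; Technique: FRET, CFP and YFP emission; Control set: no-enzyme wells low, DMSO-plus-enzyme wells high control.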
# NALP3 yeast inh: NALP3 inhibition in yeast | inhibition, % at 10 µM | Yeast reconstituted NLRP3/ASC/caspase-1, beta-gal luminescence, 24 h | actives 0.39% (n = 330,000) | AID 2825;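 active means inhibition of 50% or more; inactive means inhibition below 50%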;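 further: plate controls were induced DMSO wells for no effect and uninduced yeast grown without galactose for full effect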
# SENP8 block-1: blocks human SENP8 cleavage of Nedd8 substrate. Q96LD8. actives 0.64% (n = 360,000). AID 602440. inhibition, % at 20 µM. recombinant SENP8, Nedd8 substrate fluorescence; in the data active means inhibition mostly above about 40%, no sharp cut-off; inactive means mostly below about 27%
# SENP8 block-2: SENP8 protease inhibition; Q96LD8; purified SENP8, Z-RLRGG-aminoluciferin cleavage, luminescence; inhibition, % at 10 µM; actives 1.2% (n = 330,000); AID 2540; in the data active means inhibition above about 50%
# HKDC1 inhibitor: inhibitors of human hexokinase HKDC1; Q2TB90; recombinant HKDC1, G6PDH/diaphorase resazurin coupled fluorescence; inhibition, % at 20 µM; actives 0.16% (n = 340,000); AID 493160;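 active means inhibition above about 35% when tested at 20 µM, limit read from the data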;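 further: plate controls were DMSO wells with enzyme for no effect and DMSO wells lacking enzyme for full effect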
#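 Assay system – recombinant HKDC1 (HK5) hexokinase enzyme, produced in-house · Input – HKDC1 at 5 µg/mL · Reagent – glucose plus 1 mM ATP as hexokinase substrates · Timing – 90 min reaction incubation at room temperature, dark · Measured by – G6PDH/diaphorase-coupled fluorescence, 1 mM NADP, 100 µM resazurin, 525/613 nm · Benchmarks – DMSO-enzyme wells negative, buffer-substituted wells positive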
# SENP6 block: SENP6 protease inhibition. Recombinant SENP6 catalytic domain, aminoluciferin luminescence. inhibition, % at 10 µM. actives 1.8% (n = 330,000). Q9GZR1;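 active means inhibition above about 50% at the single tested dose, limit read from the data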;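 further: plate controls were DMSO wells with enzyme for no effect and DMSO wells lacking enzyme for full effect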
# SENP7 block: SENP7 protease inhibition; recombinant SENP7, Z-RLRGG-aminoluciferin luminescence, 40 min; actives 1.5% (n = 330,000); inhibition, % at 5 µM; Q9BQF6;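 active means inhibition above about 50% at the single test dose, limit read from the data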;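 further: plate controls were DMSO with enzyme for no effect and no enzyme buffer wells for full effect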
# PfG6PD inh: PfG6PD (Plasmodium falciparum) enzyme inhibition. PfGluPho enzyme, NADPH resazurin-diaphorase fluorescence. inhibition, % at 20 µM. actives 0.78% (n = 350,000). AID 504690;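 active means inhibition reaching at least a set limit at 20 µM in the primary screen, cut at about 59% in these data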;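 further: 0% = DMSO wells with substrate and 100% = DMSO wells lacking glucose-6-phosphate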
# Starred values were filed as active, the others as inactive; x = no result given.
1	CSc1ccc(-c2sc(Nc3ccccc3)n[n+]2-c2ccc(F)cc2)cc1
2	CCn1c(C)nc2cc(C(=O)NNC(=S)Nc3ccc(OC)cc3)ccc21
3	CC(OC(=O)C1=COCCO1)C(=O)Nc1cccc(S(=O)(=O)N2CCOCC2)c1 (stereo not drawn)
4	Cn1ncc([N+](=O)[O-])c1C(=O)Nc1cccc2ccccc12
5	COC(=O)c1c(C)oc2ccc(N(C(=O)c3ccncc3)S(=O)(=O)c3ccc4ccccc4c3)cc12
6	CCCc1ccc(-c2ccc(-c3noc(-c4ccncc4)n3)cc2)nc1
Screen / compound no.	1	2	3	4	5	6
Apaf-1 inh	-2	-2	-13	-3	1	0
SENP1 inh	x	-1	5	1	-4	-2
NALP3 yeast inh	-1	-1	4	19	14	17
SENP8 block-1	x	-19	21	16	6	6
SENP8 block-2	6	-2	-3	4	6	2
HKDC1 inhibitor	1	-7	3	-3	-8	3
SENP6 block	0	-24	-5	-19	4	-26
SENP7 block	4	-2	3	-5	9	-3
PfG6PD inh	13	8	-14	6	-10	-7

7	O=C(Cc1ccc(Cl)cc1)N1CCN(C(=O)c2ccco2)CC1
8	COC(=O)c1cc2sccc2n1Cc1nc(-c2ccc(OC)cc2)oc1C
9	CCOc1ccc(CCNC(=O)COC(=O)/C=C/c2ccc(OC)c(OC)c2)cc1OCC
10	Cc1ncc(CO)c2cc(C(N)=O)c(=Nc3ccccc3)oc12
11	S=c1nc(-c2cccc(Br)c2)[nH][nH]1
12	Cc1cc[n+](-c2[nH]c(=O)sc2/C=N/NC([S-])=Nc2ccccc2)cc1C
Screen / compound no.	7	8	9	10	11	12
Apaf-1 inh	-11	13	0	2	-8	4
SENP1 inh	1	-2	2	0	0	27
NALP3 yeast inh	-9	-4	7	-2	3	8
SENP8 block-1	12	2	-156	-11	-6	24
SENP8 block-2	1	-6	-7	4	1	-5
HKDC1 inhibitor	-5	-10	-2	8	-2	12
SENP6 block	2	-2	2	-4	21	-10
SENP7 block	5	8	-4	6	11	1
PfG6PD inh	-11	1	5	7	9	16

13	CN(C(=O)CSc1nnc(-c2cccs2)n1C1CC1)C1CCS(=O)(=O)C1 (stereo not drawn)
14	O=C(CCc1nc2ccccc2c(=O)[nH]1)Nc1cc(Cl)ccc1N1CCCC1
15	O=P(Cc1ccccc1)(c1ccccc1)c1ccccc1
16	CCOC(=O)C(=O)/C(=C\N(C)C)c1onc(-c2c(Cl)cccc2Cl)c1C(=O)OC
17	O=c1cc(-c2ccc(F)cc2)oc2ccccc12
18	O=C(/C=C/c1ccccc1)CC(O)(c1ccccc1)C(F)(F)F (stereo not drawn)
Screen / compound no.	13	14	15	16	17	18
Apaf-1 inh	2	10	-15	-5	-4	-21
SENP1 inh	1	-1	0	2	0	1
NALP3 yeast inh	25	17	14	-13	17	42
SENP8 block-1	4	11	6	1	19	16
SENP8 block-2	-8	-16	-3	-7	-1	4
HKDC1 inhibitor	5	-3	-4	8	0	6
SENP6 block	-6	-12	9	-15	16	-15
SENP7 block	10	-7	6	12	8	-5
PfG6PD inh	7	-18	8	-45	14	6

19	O=C1C2C3C=CC(CC3)C2C(=O)N1c1ccc(Cl)cc1 (stereo not drawn)
20	CC(=O)C(C)n1c(CN2CCN(C(=O)c3ccco3)CC2)nc2c1c(=O)n(C)c(=O)n2C (stereo not drawn)
21	OCC1(CO)CC2(C1)CC(CO)(CO)C2
22	Cc1ccc(S(=O)(=O)c2nc(-c3ccccc3)oc2N2CCC(C(N)=O)CC2)cc1
23	O=c1cc(CSc2nnc(-c3cccnc3)n2-c2ccccc2F)nc2sccn12
24	OCc1ccnc(Cl)c1
Screen / compound no.	19	20	21	22	23	24
Apaf-1 inh	3	-1	x	12	-13	-10
SENP1 inh	-2	1	1	1	-22	0
NALP3 yeast inh	21	7	x	11	3	10
SENP8 block-1	7	8	7	2	-28	17
SENP8 block-2	-7	-5	x	-7	2	2
HKDC1 inhibitor	-9	-7	-2	1	-14	-7
SENP6 block	-6	3	x	-7	1	-3
SENP7 block	-14	10	x	5	-1	5
PfG6PD inh	-2	0	-2	8	13	-37

# Already shown: an excerpt of the list.
18	O=C(/C=C/c1ccccc1)CC(O)(c1ccccc1)C(F)(F)F (stereo not drawn)
19	O=C1C2C3C=CC(CC3)C2C(=O)N1c1ccc(Cl)cc1 (stereo not drawn)
20	CC(=O)C(C)n1c(CN2CCN(C(=O)c3ccco3)CC2)nc2c1c(=O)n(C)c(=O)n2C (stereo not drawn)
21	OCC1(CO)CC2(C1)CC(CO)(CO)C2
22	Cc1ccc(S(=O)(=O)c2nc(-c3ccccc3)oc2N2CCC(C(N)=O)CC2)cc1
Screen / compound no.	18	19	20	21	22
Apaf-1 inh	-21	3	-1	x	12
SENP1 inh	1	-2	1	1	1
NALP3 yeast inh	42	21	7	x	11
SENP8 block-1	16	7	8	7	2
SENP8 block-2	4	-7	-5	x	-7
HKDC1 inhibitor	6	-9	-7	-2	1
SENP6 block	-15	-6	3	x	-7
SENP7 block	-5	-14	10	x	5
PfG6PD inh	6	-2	0	-2	8

# (more compounds)
25	O=C(NCc1ccc2c(c1)OCO2)c1cnc2n(c1=O)CCS2
26	COc1ccc(NC(=O)C2CCCO2)cc1Cl (stereo not drawn)
27	N#Cc1ccc(C(=O)Nc2cc(S(=O)(=O)N3CCCC3)ccc2OCC(F)(F)F)cc1
28	CCCCNC(=O)c1cc(S(=O)(=O)N2CCCCC2)oc1C
29	O=C(CN1CCc2ccccc2C1)c1cccs1
30	CC(=O)Nc1ccc(S(=O)(=O)NCCNS(=O)(=O)c2ccc(NC(C)=O)cc2)cc1
Screen / compound no.	25	26	27	28	29	30
Apaf-1 inh	-4	-7	13	5	7	-14
SENP1 inh	3	0	-3	-1	-69	3
NALP3 yeast inh	18	-10	-11	12	10	10
SENP8 block-1	19	9	-10	3	-8	13
SENP8 block-2	11	5	-8	3	-8	1
HKDC1 inhibitor	-4	12	-1	-1	-3	-7
SENP6 block	-12	0	-7	-20	-33	-8
SENP7 block	5	9	-5	2	11	-6
PfG6PD inh	-7	-8	0	8	-8	-5

31	O=c1c2ccccc2ncn1Cc1ccco1
32	c1cncc(C2Nc3ccccc3-c3nc4ccccc4n32)c1 (stereo not drawn)
33	COC(=O)/C=C1/S/C(=N/N=C/c2ccco2)NC1=O
34	NC(=S)c1cc2cc(Cl)ccc2oc1=O
35	N#Cc1c(C(F)(F)F)cc(-c2ccc(F)cc2)nc1SCC(=O)O
36	O=C(Nc1ccccc1-c1ccccc1)C1CCCN(c2ncccn2)C1 (stereo not drawn)
Screen / compound no.	31	32	33	34	35	36
Apaf-1 inh	-8	6	-5	4	2	-7
SENP1 inh	-10	-1	7	30	7	0
NALP3 yeast inh	21	15	14	9	5	12
SENP8 block-1	3	-295	20	39	-64	-42
SENP8 block-2	-5	-3	4	-8	0	-7
HKDC1 inhibitor	-3	-4	-5	2	-4	6
SENP6 block	-3	2	-1	1	0	1
SENP7 block	-10	3	-6	12	0	-8
PfG6PD inh	5	17	6	2	-7	-12

37	CCN(CC)C(=O)c1sc(NC(=O)Cc2ccccc2)c(C#N)c1C
38	COC(=O)c1cc(C(=O)N2CCN(c3ncccn3)CC2)cc([N+](=O)[O-])c1
39	Cc1nnsc1NC(=O)OCc1ccccc1Cl
40	O=C(COc1ccc(Cl)cc1)N1CCN(S(=O)(=O)c2ccccc2)CC1
41	C=CCn1c(SCC(=O)c2ccccc2)nnc1-c1ccc2c(c1)OCO2
42	CCOc1ccccc1N(CC(=O)NCCSc1ccccn1)S(=O)(=O)c1ccc(C)cc1
Screen / compound no.	37	38	39	40	41	42
Apaf-1 inh	-5	3	1	13	2	17
SENP1 inh	-9	0	1	1	-1	2
NALP3 yeast inh	-9	-5	6	-5	8	17
SENP8 block-1	24	8	15	8	24	2
SENP8 block-2	0	1	12	-4	0	-4
HKDC1 inhibitor	4	-3	1	-1	-1	2
SENP6 block	-9	-6	55*	-7	-1	4
SENP7 block	11	6	-5	-9	0	2
PfG6PD inh	-1	19	-19	-17	29	8

43	CC(=O)C1=NN(c2ccccc2)C(c2ccc3c(c2)OCO3)N1c1ccc(N2CCOCC2)cc1 (stereo not drawn)
44	CCOC(=O)c1[nH]c(=O)[nH]c1CSc1ccccn1
45	CC[C@H](C)[C@H]1CNC(=O)C(=O)N1CC1CCN(CCc2ccc(Cl)c(Cl)c2)CC1
46	Cc1cccc(N2CCN(C(=O)CCNS(=O)(=O)c3ccc4c(c3)CCC(=O)N4)CC2)c1C
47	CCOC(=O)C(=O)Nc1ccccc1C(=O)OC
48	Cc1nc(C(F)(F)F)nc(Nc2ccc(N=Nc3ccccc3)cc2)c1C#N
Screen / compound no.	43	44	45	46	47	48
Apaf-1 inh	9	-2	x	8	-12	-5
SENP1 inh	-16	1	2	2	1	1
NALP3 yeast inh	26	-4	x	11	-6	8
SENP8 block-1	44*	8	13	1	8	23
SENP8 block-2	-8	-4	x	-1	2	-3
HKDC1 inhibitor	-5	0	-2	-6	-6	2
SENP6 block	-8	-20	x	-7	-1	-16
SENP7 block	0	2	x	-4	4	1
PfG6PD inh	4	21	-13	-8	-10	-10

49	COc1cc(N2CCOCC2)ccc1C=C(C#N)C#N
50	CSC1=NCCN1S(=O)(=O)c1ccccc1
51	CCN(CC)CCOC(=O)c1ccc(NC(=O)/C=C/c2cccs2)cc1
52	Cc1c(Cc2ccccc2)c(=O)oc2c(C)c(OCC(=O)N3CCC(C(=O)O)CC3)ccc12
53	Cc1cc(C=O)c(C)n1-c1cccc(C(=O)O)c1
54	O=C(O)c1ccccc1SCc1cn2ccccc2n1
Screen / compound no.	49	50	51	52	53	54
Apaf-1 inh	11	4	-12	2	-1	-9
SENP1 inh	-108	2	-1	0	1	-4
NALP3 yeast inh	5	-3	13	21	11	8
SENP8 block-1	16	8	-65	-190	6	13
SENP8 block-2	-4	-5	-3	-9	-1	-3
HKDC1 inhibitor	-3	-4	-5	1	-9	-14
SENP6 block	-10	-6	0	0	-5	4
SENP7 block	-12	-4	0	-1	12	1
PfG6PD inh	-14	11	9	12	18	-13

55	COc1ccc(/C=C/c2ccncc2)cc1
56	COc1ccc(COCC(O)CN2CCCC(C(F)(F)F)C2)cc1 (stereo not drawn)
57	CCn1c(SCC(=O)c2ccc(NC(C)=O)c(OC)c2)nnc1-c1ccc(NS(C)(=O)=O)cc1
58	COC(=O)C1CN(C(=O)COc2cc(C)c(Cl)c(C)c2)c2ccccc2O1 (stereo not drawn)
59	COc1ccc(OCCCC(=O)NCc2ccco2)cc1
Screen / compound no.	55	56	57	58	59
Apaf-1 inh	8	7	12	27	-3
SENP1 inh	-4	1	1	3	-1
NALP3 yeast inh	7	12	-27	11	10
SENP8 block-1	-34	17	12	21	13
SENP8 block-2	1	-10	-10	4	6
HKDC1 inhibitor	-2	x	-2	5	-5
SENP6 block	-20	1	-28	1	-29
SENP7 block	10	-11	-10	-10	-10
PfG6PD inh	7	x	-25	30	0
